Screens from PubChem BioAssay.
Hsp70 act: switches on Hsp70 transcription; HeLa Hsp70 promoter luciferase reporter, luminescence; scaled: vehicle 0, proteasome-inhibitor control 100%; activation, % at 10 µM; 200,000 compounds, 0.04% hits; AID 1203;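 active = activation above the mean across all tested compounds plus 3 SD, cutoff set per campaign, cut at about 5.5% in these data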;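 also: 100% = MG132 at 30 µM as the positive control and 0% = DMSO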
APP 5'UTR act: activates APP 5'UTR luciferase reporter | SH-SY5Y APP 5'UTR luciferase reporter, luminescence; zero percent = DMSO vehicle wells | activation, % at 2 µM | AID 1276 | 190,000 compounds, 1% hits;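 active = activation above a set limit, based on mean plus 3 SD of controls, cut at about 140% in these data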; also: values of inactives mirror those of a sister screen read the other way
TLR4-MyD88 BLA: inhibitors of human TLR4-MyD88 binding. O00206+Q99836. HeLa CL3-4 TLR4/MyD88 BLA complementation, FRET ratio. inhibition, % at 8.4 µM. 200,000 compounds, 0.18% hits. AID 861; in the data active = inhibition above about 25%;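 also: 0% = vehicle and 100% = reference inhibitor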
Target sequence (O00206 whole entry, looked up): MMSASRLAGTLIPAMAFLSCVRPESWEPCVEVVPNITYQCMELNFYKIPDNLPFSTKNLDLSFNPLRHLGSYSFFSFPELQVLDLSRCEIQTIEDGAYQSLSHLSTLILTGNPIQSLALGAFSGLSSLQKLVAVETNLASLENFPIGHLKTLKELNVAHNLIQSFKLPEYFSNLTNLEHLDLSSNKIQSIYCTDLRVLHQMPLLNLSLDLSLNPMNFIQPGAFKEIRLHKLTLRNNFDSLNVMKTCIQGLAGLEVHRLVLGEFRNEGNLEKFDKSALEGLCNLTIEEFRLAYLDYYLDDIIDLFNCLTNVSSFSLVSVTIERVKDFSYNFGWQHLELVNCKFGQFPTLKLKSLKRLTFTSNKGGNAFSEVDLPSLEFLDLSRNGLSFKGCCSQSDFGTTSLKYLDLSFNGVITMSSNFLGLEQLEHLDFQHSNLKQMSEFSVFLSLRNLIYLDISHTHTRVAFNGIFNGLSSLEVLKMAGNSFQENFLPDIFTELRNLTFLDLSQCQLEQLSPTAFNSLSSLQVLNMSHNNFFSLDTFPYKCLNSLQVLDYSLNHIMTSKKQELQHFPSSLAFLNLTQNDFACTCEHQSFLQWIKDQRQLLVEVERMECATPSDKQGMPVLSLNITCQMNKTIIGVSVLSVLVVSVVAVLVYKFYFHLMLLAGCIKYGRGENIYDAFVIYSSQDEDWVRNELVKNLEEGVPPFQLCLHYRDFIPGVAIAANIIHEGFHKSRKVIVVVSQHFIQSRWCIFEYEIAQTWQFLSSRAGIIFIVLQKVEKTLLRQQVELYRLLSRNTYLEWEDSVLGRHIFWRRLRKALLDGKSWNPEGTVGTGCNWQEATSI
Target sequence (Q99836 whole entry, looked up): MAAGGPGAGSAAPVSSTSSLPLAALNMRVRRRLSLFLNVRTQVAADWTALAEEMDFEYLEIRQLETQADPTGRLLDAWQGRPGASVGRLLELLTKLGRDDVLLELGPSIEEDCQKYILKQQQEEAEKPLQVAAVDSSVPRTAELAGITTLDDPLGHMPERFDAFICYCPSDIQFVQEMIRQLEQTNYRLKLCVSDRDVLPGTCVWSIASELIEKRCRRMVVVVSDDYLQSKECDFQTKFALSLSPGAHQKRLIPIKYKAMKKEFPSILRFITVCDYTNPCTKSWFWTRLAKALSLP
NF-kB expr up: raises NF-kB expression in human neuronal cells; AID 1239; NF-kB reporter expression; active compounds read high; 190,000 compounds, 1.6% hits; fold change at 12.5 µM; in the data active = fold change above about 3.3
Redox H2O2 prof: compounds producing H2O2 with reducing agent – biochemical, NIH compound library profiling, artefact control for MLSCN library redox annotation, primary screen; activation, % at 10 µM; AID 878; DTT-dependent redox cycling H2O2, phenol red/HRP absorbance; 100% = 100 µM peroxide control, 0% = buffer; 200,000 compounds, 0.03% hits;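 active = activation of at least 50% relative to the plate's high and low controls in the primary single-dose screen; inactive = activation below 50%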;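 also: compound incubated with DTT at 0.8 mM final as the reducing agent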
STAT1 activator: activators of IFN-gamma induced STAT1 signaling; 200,000 compounds, 2.6% hits; NIH 3T3 STAT1-luciferase reporter, luminescence; 100% = IFN-gamma alone, no compound; activation (% of control), % at 5.5 µM;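 active = activation above the screen-wide mean activation plus 3 SD, cut at about 130% in these data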;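 also: raw ratio to IFN-gamma control signal so 100% means no change and 0% no light; values of inactives mirror those of a sister screen read the other way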
STAT1 inh: STAT1 signaling inhibition. NIH 3T3 STAT1-luciferase reporter, IFN-gamma, luminescence. inhibition, % at 5.5 µM. 200,000 compounds, 0.35% hits. AID 920;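 active = inhibition above a set limit, the mean inhibition across all tested compounds plus 3 SD, cut at about 34% in these data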;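 also: 0% = IFN-gamma with DMSO and 100% = IFN-gamma with 300 µM nifuroxazide; values of inactives mirror those of a sister screen read the other way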
STAT3 inh: STAT3 signaling inhibition; U3A cells, IL-6 STAT3-luciferase reporter, luminescence; host cell line lacks STAT1; 190,000 compounds, 0.89% hits; AID 862; inhibition, % at 5.5 µM;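 active = inhibition above the mean inhibition across all screened compounds plus 3 SD, cut at about 44% in these data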;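 also: 0% = DMSO only wells and 100% = 100 µM nifuroxazide control wells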
STAT3 activator: increases IL-6 driven STAT3 reporter signal. U3A cells, IL-6 STAT3-luciferase reporter, luminescence; 100% = signal with IL-6 EC80 alone. activation (% of control), % at 5.6 µM. 190,000 compounds, 0.91% hits. AID 871;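 active = activation above the screen-wide mean of compound activation plus 3 SD, cut at about 130% in these data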;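 also: 0% = background luminescence of wells with medium and substrate only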
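system = STAT3-luciferase reporter U3A cells | reagent = IL-6 stimulus at 33 ng/mL final | timing = 1 h compound pre-exposure, 6 h IL-6 stimulation, 37 °C | measured by = luminescence | evaluation = % activation versus median of IL-6-stimulated wells | control set = IL-6-only wells as 100% reference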
Efa HMGR inh: blocks class II HMG-CoA reductase of Enterococcus faecalis | purified E. faecalis HMGR, NADPH absorbance 340 nm kinetic | inhibition, % at 10 µM | 190,000 compounds, 0.41% hits;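 active = inhibition above a set limit, the median over all tested compounds plus 3 SD, cut at about 9.5% in these data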;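 also: enzyme runs in reverse so mevalonate oxidation gives rising NADPH absorbance; 0% = complete reaction with DMSO and 100% = background rate lacking mevalonate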
Active calls of the source: *; nt = no result given. Hits appear at their usual frequency (roughly 5.6% active in at least one column).

SMILES	Hsp70 act	APP 5'UTR act	TLR4-MyD88 BLA	NF-kB expr up	Redox H2O2 prof	STAT1 activator	STAT1 inh	STAT3 inh	STAT3 activator	Efa HMGR inh
COc1ccc(SCC(=O)c2cc(C)c(OC(=S)N(C)C)c(C)c2)cc1	0.2	nt	-3	1	0.4	106	-7	14	88	-4
CCOC(=O)c1ccc2[nH]c(C)c(C)c2c1	-0.1	43	13	2.1	-2.5	115	-25	11	94	1
CN(C(=O)CCc1nc2ccccc2s1)c1ccccc1	-0.3	-9	-2	1.2	0.3	107	-8	17	94	3
CC(=O)c1c(C)[nH]c(C(=O)CN2C(=O)NC(C)(c3ccc(C)cc3)C2=O)c1C (stereo not drawn)	0.2	17	-1	0.98	-1.3	101	-3	18	93	-6
Cc1ccccc1OCCN1C(=O)NC2(CCCc3ccccc32)C1=O (stereo not drawn)	-0.1	8	-4	0.81	0.9	96	4	6	100	-9
CCCCNC(=O)CCC(=O)NNc1nc2ccccc2c2nc(C)nn12	-0.1	-4	-10	1.1	-0.4	95	6	-1	103	-3
COC(=O)c1cc(C#N)c(Oc2ccc(OC)cc2)nc1C	-0.1	-9	-7	1.3	-5.3	106	-6	-3	107	-5
Cc1ccc(NC(=S)N2CCN(S(=O)(=O)c3c(F)cccc3F)CC2)cc1C	-0.2	18	7	0.87	-0.2	95	5	1	101	0
Cc1oc(-c2ccccc2F)nc1CS(=O)CC(=O)NCc1ccc2c(c1)OCO2 (stereo not drawn)	-0.3	13	0	1.1	6.6	100	0	1	107	-2
CC1(C(=O)O)C=CC2(CCCCC2)N1C(=O)c1ccccc1 (stereo not drawn)	-0.4	9	-11	1.2	0.3	102	-2	-1	98	3
CCOC(=O)c1c(C)nc2sc3c(=O)n(-c4ccc(C)cc4)cnc3c2c1-c1ccc(OC)cc1	0.0	6	-6	0.86	-3.3	106	-7	-5	108	0
Cc1ccc(C(=O)Nc2ncc(C)s2)o1	-0.2	30	-17	3	0.1	135*	-41	9	93	-8
CCCc1nnc(SCC(=O)N2CCCCC2)n1CCCOC	-0.1	6	1	1.5	0.2	101	-1	0	101	-4
c1ccc(CCc2nc(-c3cccnc3)no2)cc1	-0.4	7	16	2.4	-0.4	113	-13	8	96	1
CC(C)c1csc(CN2CCC(CO)(Cc3ccccc3)CC2)n1	-0.4	-7	-4	1.8	-0.7	108	-10	2	100	1

Arranged by count of non-hydrogen atoms (largest number first): part of the list above.
SMILES	Hsp70 act	APP 5'UTR act	TLR4-MyD88 BLA	NF-kB expr up	Redox H2O2 prof	STAT1 activator	STAT1 inh	STAT3 inh	STAT3 activator	Efa HMGR inh
Cc1oc(-c2ccccc2F)nc1CS(=O)CC(=O)NCc1ccc2c(c1)OCO2 (stereo not drawn)	-0.3	13	0	1.1	6.6	100	0	1	107	-2
CCCCNC(=O)CCC(=O)NNc1nc2ccccc2c2nc(C)nn12	-0.1	-4	-10	1.1	-0.4	95	6	-1	103	-3
c1ccc(CCc2nc(-c3cccnc3)no2)cc1	-0.4	7	16	2.4	-0.4	113	-13	8	96	1
Cc1ccc(C(=O)Nc2ncc(C)s2)o1	-0.2	30	-17	3	0.1	135*	-41	9	93	-8

Next structures
SMILES	Hsp70 act	APP 5'UTR act	TLR4-MyD88 BLA	NF-kB expr up	Redox H2O2 prof	STAT1 activator	STAT1 inh	STAT3 inh	STAT3 activator	Efa HMGR inh
O=C1NC(=O)C2C3c4ccccc4C(c4ccccc43)C12 (stereo not drawn)	-0.2	5	11	1.2	2.0	107	-8	-1	107	-1
Cc1ccc(C(=O)Nc2ccc3cn[nH]c3c2)cc1S(=O)(=O)N1CCCCC1	-0.4	46	-8	1.6	0.3	118	-20	-41	143*	1
Nc1nnc(SCC(=O)N2CCc3ccccc3C2)s1	-0.3	10	-16	nt	-0.7	95	4	8	98	0
Cc1cccc(NC(=O)CN(C)S(=O)(=O)c2cnc[nH]2)c1	0.1	25	-8	1.6	1.2	103	-3	9	98	1
CCOC(=O)C1=C(NC(=S)NC(=O)c2ccccc2)c2ccccc2CC1(C)CC (stereo not drawn)	-0.2	-16	4	0.57	-0.4	92	9	-14	117	-2
Cc1cc2c(cc(C(=O)O)n2C)s1	0.1	12	11	0.96	0.1	101	-1	-2	107	-2
Fc1ccc(CN2CCN(c3ncccn3)CC2)cc1	0.0	-7	-20	1.2	0.2	95	6	12	94	3
COc1ccc(NC(=O)c2nn(C34CC5CC(CC(C5)C3)C4)cc2[N+](=O)[O-])cc1	-0.5	3	-23	0.58	-0.1	107	-8	-12	108	1
O=C(O)C1CCCN1C(=O)c1cncc(Br)c1 (stereo not drawn)	-0.5	-2	-6	1.1	-0.4	98	2	8	96	-1
COC(=O)c1cn[nH]c1NC(=S)Nc1ccccc1C	0.1	-2	-6	1.7	-3.9	151*	-56	-2	106	-9
NC(=O)CSCc1c(Cl)cccc1Cl	-0.3	-6	-2	0.99	1.8	102	-2	4	100	0
CN(C)C=NC(=O)/C(C#N)=C1\CCc2ccccc2N1	-0.2	-15	-9	1.2	1.0	105	-6	23	82	-2
CCCCOc1ccccc1NC(=O)C=C(C)C	-0.2	5	8	1.2	2.1	94	6	2	102	1
CCOC(=O)N1CCN(C(=O)CSc2ncnc3ccccc23)CC1	-0.4	11	2	1.2	-0.3	98	2	10	96	-3
COC(=O)C1=C(C)C(c2ccc(OC)cc2)NC(=O)N1 (stereo not drawn)	-0.1	-6	-6	0.86	-0.4	96	3	2	99	1
Cc1nc(SC2CC(=O)N(c3ccccc3)C2=O)n[nH]1 (stereo not drawn)	0.8	-9	-7	0.93	-0.5	107	-9	2	102	13*
O=C(Nc1cccs1)NC1CCCC1	-0.1	7	-1	0.88	-0.3	105	-5	6	99	-3
C=CCOC(=O)C1=C(C)NC(SCC(N)=O)=C(C#N)C1c1cccs1 (stereo not drawn)	-0.3	-9	-12	1.1	0.6	93	8	-4	107	-4
O=S(=O)(c1ccc(-c2csc(-c3cccnc3)n2)cc1)N1CCOCC1	-0.2	0	6	1.4	-0.9	103	-4	20	85	-3
CCCCCn1c(=O)[nH]c2cc(C(=O)NCc3ccc4c(c3)OCO4)ccc2c1=O	-0.2	0	15	1.1	-1.8	103	-4	16	91	-10
O=C(N/C(=C/c1cn(-c2ccccc2)nc1-c1ccccc1)C(=O)N1CCOCC1)c1ccccc1	-0.3	-4	-6	0.99	1.2	84	18	-4	102	-2
C=CCn1c(SCC(=O)Nc2nc(C)cs2)nnc1C(C)NC(=O)c1ccccc1Cl (stereo not drawn)	0.2	-2	1	1.2	1.7	100	0	-2	104	1
CN(C)C(=O)N1CCN(C(=O)c2ccccc2Sc2ccccc2C#N)CC1	-0.4	-3	-2	1.1	2.8	99	1	-7	110	-11
O=C(Cn1cc(C(F)(F)F)cc(Cl)c1=O)NCCc1ccccc1	-0.1	-9	11	1.2	-0.5	96	4	4	99	-5
O=C(CNC(=O)c1ccccc1)OCc1nnc(-c2ccc(Cl)cc2)o1	0.4	9	-14	1.1	-1.1	104	-6	8	95	-1
Cc1cc(=O)[nH]c(SCCCOc2ccccc2Cl)n1	-0.5	-5	-9	1.6	0.1	95	6	-1	107	-4
CCCNC(=O)C(=O)N/N=C/c1ccc(OCc2ccccc2)cc1	-0.1	5	-5	1.1	-0.2	102	-4	1	101	-7
Cc1cc(N2CCOCC2)c2c(N)c(C)cc(C)c2n1	-0.2	6	0	0.81	3.5	97	3	3	101	0
c1ccc(-c2nnc(N3CCOCC3)c3ccccc23)cc1	-0.3	2	4	0.94	0.7	101	-2	-7	109	-7
CCN(CC)S(=O)(=O)c1cccc(S(=O)(=O)c2cccc(S(=O)(=O)N(CC)CC)c2)c1	-0.6	12	-21	nt	-4.3	83	19	26	84	nt
CC(O)CNc1ccc(-c2nn(C)c(=O)c3ccccc23)cc1[N+](=O)[O-] (stereo not drawn)	-0.1	12	8	0.96	0.1	91	7	16	90	-1
Cc1ccc(C(=O)C2C(c3cccs3)NC(=O)NC2(O)C(F)(F)F)cc1 (stereo not drawn)	-0.2	3	12	1.4	3.1	92	8	-4	106	-3
CCC1=NN(C(=O)COc2ccccc2)C(O)(c2ccc(Br)cc2)C1 (stereo not drawn)	0.5	-10	-1	0.97	-0.9	98	1	-18	120	2
Cc1ccc(NC(=O)c2ccn(C)n2)c(Br)c1	0.1	142*	3	7*	-0.1	155*	-58	23	80	-2
CC(Cl)C(=O)NNC(=O)CNS(=O)(=O)c1ccccc1 (stereo not drawn)	-0.3	14	-1	1.3	-0.8	107	-8	1	104	-5
O=C(Nc1cc(Cl)cc(Cl)c1)C(NCC1CCCO1)c1ccccc1 (stereo not drawn)	-0.2	0	11	0.9	0.7	96	4	-8	102	-8
O=C(CSc1nnc(CCc2nc3ccccc3[nH]2)n1-c1ccccc1)NCc1ccco1	-0.3	-4	-7	0.98	3.4	99	1	-9	113	-3
Brc1ccc2[nH]ncc2c1	-0.3	10	-18	1.1	0.9	102	-2	-3	105	6
O=C(COC(=O)c1ccc(-c2cnc3ccccc3n2)cc1)c1ccccc1	-0.5	26	10	1.1	1.6	111	-12	10	93	-5
Cc1cc(NC(=O)CSc2nnc3c(C)cc4cc(C)c(C)cc4n23)no1	-0.1	12	-13	0.99	-0.1	98	2	0	100	-5
Cc1ccccc1NC(=O)C1CCC(C)(C(=O)O)C1(C)C (stereo not drawn)	-0.3	9	-12	1.1	1.7	98	2	0	103	-1

Given with each value named: two of the compounds above
Cc1ccc(NC(=O)c2ccn(C)n2)c(Br)c1
  Hsp70 act = 0.1	APP 5'UTR act = 142*	TLR4-MyD88 BLA = 3	NF-kB expr up = 7*	Redox H2O2 prof = -0.1	STAT1 activator = 155*	STAT1 inh = -58	STAT3 inh = 23	STAT3 activator = 80	Efa HMGR inh = -2
CC(Cl)C(=O)NNC(=O)CNS(=O)(=O)c1ccccc1 (stereo not drawn)
  Hsp70 act = -0.3	APP 5'UTR act = 14	TLR4-MyD88 BLA = -1	NF-kB expr up = 1.3	Redox H2O2 prof = -0.8	STAT1 activator = 107	STAT1 inh = -8	STAT3 inh = 1	STAT3 activator = 104	Efa HMGR inh = -5
